Compound activity from PubChem BioAssay.
RSV antiviral HEp-2: RSV antiviral activity via CPE protection, HEp-2 cells, primary 10 µM value included (AID 2391); HEp-2 cells, RSV-induced CPE inhibition; higher % means a stronger effect; one-dose CPE inhibition, % at 10 µM; IC50 in µM for titrated hits; hit rate 0.13% among 310,000; in the data active means a potency from the dose series; inconclusive means CPE inhibition mostly from about 23% at the one dose, without a potency; inactive means the rest, 99 in 100 with CPE inhibition below about 21%; further: strong numbers were not always called active
UTI89 phage lysis: protection from phage-mediated lysis, alamar blue read-out – E. coli UTI89, K1F phage, bacterial capsule biogenesis inhibitors (AID 488966) | hit rate 0.02% among 340,000 | one-dose inhibition, % at 100 µM; IC50 in µM for titrated hits | E. coli UTI89 K1F phage lysis, alamar blue, 2 h; higher % means a stronger effect;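 active means phage lysis inhibition, versus mean bacterial control, above a set limit; inconclusive means no clear call, values can overlap the other calls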;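 further: capsule biogenesis inhibitors block K1F phage lysis so surviving cells raise fluorescence; higher fluorescence means more inhibition of phage lysis; actives were called in the ten point dose series up to 300 µM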
GPR35 antagonists: GPR35 antagonists blocking zaprinast-driven arrestin recruitment, primary screen, imaging, U2OS, beta-arrestin-GFP, zaprinast agonist (AID 2058). U2OS GPR35 beta-arrestin-GFP translocation imaging, zaprinast antagonism; higher % means a stronger effect. inhibition, % at 10 µM; hits with a dose series show IC50 in µM. hit rate 0.052% among 290,000;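 active means inhibition of at least 50% with at least 30 cells and total cytoplasm GFP at most 10,000,000; inconclusive means under 30 cells or total GFP of 10,000,000 plus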
LYP phosphatase: inhibitors of LYP phosphatase, biochemical, fluorescence intensity, uHTS (AID 1779). hit rate 0.054% among 290,000. inhibition, % at 11.5 µM, or IC50 in µM where a hit was titrated. recombinant LYP phosphatase, fluorescence intensity; higher % means a stronger effect; in the data active means inhibition above about 50%;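 further: plate controls were vehicle with enzyme for no effect and no enzyme for full effect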
NS5 inhibitors: flavivirus cap methylation enzyme inhibition – biochemical, confirmation dose response, primary screen (AID 588689) | Dengue-2 NS5 methyltransferase capping enzyme assay, biochemical; higher % means a stronger effect | one-dose inhibition, % at 25 µM; IC50 in µM for titrated hits | hit rate 0.3% among 340,000; in the data active means a potency from the dose series; inconclusive means inhibition above about 29% without an active follow-up result
Autophagy HCS: alters autophagy in cells; MEF GFP-LC3 puncta imaging; test concentration mostly 10 µM; calls only at 10 µM (by protocol); hit rate 0.98% among 190,000; AID 463193;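 active means percentage of spot-positive cells more than 3 SD above its plate mean, without a fluorescence outlier flag or 80% toxicity; inconclusive means no clear call, values can overlap the other calls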;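 further: spot-positive cell cutoff set from DMSO-treated cells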
WT yeast gro inh: growth inhibition of WT yeast, mitochondrial fusion screen | mitochondrial fusion phenotypic screen, WT strain | inhibition, % at 10 µM | hit rate 2.1% among 190,000; in the data active means inhibition above about 58%; tested in S. cerevisiae
AID2073: disruptors of CaV2.2 binding to Mint1 – biochemical, HTRF (AID 2073) | HTRF protein-protein interaction, Mint1-CaV2.2; higher % means a stronger effect | one-dose inhibition, % at 20 µM; IC50 in µM for titrated hits | hit rate 0.19% among 290,000; in the data active means inhibition mostly above about 51%, no sharp cut-off; inconclusive means no clear call, values can overlap the other calls; inactive means mostly below about 53%; further: some results filed as inactive read as strong as hits
NTR1 ag: NTR1-driven beta-arrestin-GFP spot formation – imaging, U2OS cells, high content, primary screen (AID 493036) | P30989 | activation, % at 20 µM | hit rate 0.17% among 330,000 | agonist mode;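 active means activation at or above 40% of the spot to cytoplasm intensity ratio, with at least 20 cells analyzed; inconclusive means wells under 20 cells, flagged as cytotoxic or low count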;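 further: 0% = DMSO without peptide and 100% = 100 nM NTR1 peptide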
Target sequence (P30989 whole entry, looked up): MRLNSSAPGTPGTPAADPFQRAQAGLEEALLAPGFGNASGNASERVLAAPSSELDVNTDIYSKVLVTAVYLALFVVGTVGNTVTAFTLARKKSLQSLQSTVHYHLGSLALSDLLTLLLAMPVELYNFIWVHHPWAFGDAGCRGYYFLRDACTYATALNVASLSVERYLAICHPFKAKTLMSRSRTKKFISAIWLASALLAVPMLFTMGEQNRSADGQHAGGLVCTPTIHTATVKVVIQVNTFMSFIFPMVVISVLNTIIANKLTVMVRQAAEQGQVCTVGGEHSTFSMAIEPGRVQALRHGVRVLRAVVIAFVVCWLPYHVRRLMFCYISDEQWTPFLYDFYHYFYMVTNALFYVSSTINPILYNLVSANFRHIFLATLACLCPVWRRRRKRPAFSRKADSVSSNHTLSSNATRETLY
WT yeast gro inh mutant strain: second read-out of WT yeast gro inh, no call of its own (marks repeat the call); inhibition, %; mitochondrial fusion phenotypic screen, mutant strain inhibition
Autophagy HCS cell loss 18 h: second read-out of Autophagy HCS, no call of its own (marks repeat the call); toxicity, %; measured here: cell loss, nuclei count;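 cell loss after 18 h compound exposure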
NTR1 ag cell count 20 µM: further read-out of NTR1 ag, marked with its call; cell count; measured here: cell count, cytotoxicity flag
NS5 inhibitors pilot replicate: second read-out of NS5 inhibitors, no call of its own (marks repeat the call); inhibition, %; measured here: pilot screen replicate inhibition
Active calls of the source: *; i = inactive; ? = inconclusive; . = no result given; + = active, no number; [ ] = dose if it differs, or a comment. No enrichment for hits. Share with any hit: about 2.6%.

SMILES	RSV antiviral HEp-2	UTI89 phage lysis	GPR35 antagonists	LYP phosphatase	NS5 inhibitors	Autophagy HCS	Autophagy HCS cell loss 18 h	WT yeast gro inh	WT yeast gro inh mutant strain	AID2073	NTR1 ag	NTR1 ag cell count 20 µM	others
CC(=O)NC1=NN(C(C)=O)C(c2cccs2)S1 (centres undefined)	0.3%	0.7%	-10%	-3%	3%	i	-3	-3	-4	5%	-1.2	89
COc1ccc(CCN2CCCC(CN(C)Cc3cc(OC)ccc3OC)C2)cc1 (centres undefined)	-0.1%	-2.1%	-18%	-4%	-9%	.	.	.	.	?	0.3	48
O=C(NCCc1c[nH]c2ccccc12)C(=O)NCC1OCCCN1S(=O)(=O)c1ccc(F)cc1 (centres undefined)	0.4%	6.8%	13%	-3%	-4%	i	3	-6	-1	5%	-0.9	40
Cc1nnc(SC(C)C(=O)NC2CCCc3ccccc32)n1-c1ccccc1 (centres undefined)	0.9%	4.2%	-11%	-9%	-6%	i	8	-6	12	-3%	1.4	64
CCN(CC)CCN(C(=O)C1=COCCO1)c1nc2c(OC)ccc(OC)c2s1	0.2%	2.6%[50 µM]	7%	-4%	-1%	.	.	.	.	-5%	0.4	67
CCCCC(O)(CCCC)C(=O)NN(C(=O)CCl)c1ccccc1	1.3%	6.5%	6%	-2%	-3%	i	21	13	8	7%	-0.5	52
Cc1ccn2c(C(=O)NNC(=O)Nc3ccc(Cl)cc3)c(C)nc2c1	-0.2%	0.1%	0%	-9%	-7%	.	.	.	.	-6%	-1.5	49
COc1ccc(CN(C2CCCC2)S(=O)(=O)c2ccc(-n3cnnn3)c(OC)c2)cc1OC	19%	0.5%[50 µM]	-2%	-1%	-5%	i	6	-2	11	-3%	3.0	23
O=C(NCC1OCCc2ccccc21)C1COc2ccccc2O1 (centres undefined)	1.2%	1.6%	-12%	-3%	-3%	i	-5	19	0	-2%	1.0	81
O=C(NCc1ccncc1)c1ccc(NS(=O)(=O)c2ccc(F)cc2)cc1	0.2%	0.6%[50 µM]	.	.	-1%	.	.	.	.	.	-1.0	52
N#C/C(=C\c1cccs1)C(=O)Nc1nccs1	4.8%	0.4%	-6%	-1%	.	i	-8	8	-5	16%	-0.9	40
COc1ccc(CNC(=O)CCc2c(C)nc3ncnn3c2C)cc1	0.1%	0.3%	9%	-7%	-2%	i	-4	-7	-9	0%	-0.7	59
O=S(=O)(c1ccc2nnn(OCc3ccccc3)c2c1)N1CCOCC1	-1.2%	2.2%[50 µM]	.	.	-9%	.	.	.	.	.	-0.4	55
CCOc1ccccc1NC(=O)c1nc(S(=O)(=O)Cc2ccccc2)ncc1Cl	22%	0.2%	8%	-5%	-6%	.	.	.	.	-21%	11	70
CC(C)c1cc(CNC(=O)C2CCC(=O)N(CCc3ccc(Cl)cc3)C2)on1 (centres undefined)	2.4%	0.2%	-2%	-4%	3%	.	.	.	.	14%	-0.9	49
O=C(CSc1nnc(-c2ccccc2)o1)N1CCCC1	1.4%	0.2%	1%	-11%	0%	.	.	.	.	1%	-0.1	33
CCOC(=O)N/N=C/c1ccc(OC)c(O)c1	2.8%	1.8%	-8%	-7%	.	i	5	5	-11	-12%	1.8	87
CCOC(=O)C1=C(C)NC2=C(C(=O)CCC2)C1c1cc(OC)ccc1OC (centres undefined)	-1.5%	0.3%	-1%	-8%	-6%	i	25	3	0	13%	-0.4	48
CCOC(=O)c1ccc(NS(=O)(=O)c2ccc(SC)cc2)cc1	9.7%	-0.5%	-10%	2%	-5%	i	3	-6	-3	3%	4.0	60
Cc1ccc(C(=O)Nc2nc3nc(-c4ccccc4)cc(=O)n3[nH]2)cc1	3.8%	5.9%	-2%	-2%	21%	i	-9	.	.	-1%	0.0	45
O=C(CCCn1c(SCc2cc(=O)n3cc(Cl)ccc3n2)nc2ccccc2c1=O)NCC1CCCO1 (centres undefined)	8.1%	-0.2%	-10%	-7%	-13%	.	.	.	.	6%	1.2	53
CCOc1ccc(NS(=O)(=O)c2ccc(C(=O)NCCCN3CCCC3=O)cc2)cc1	1.0%	-0.1%	2%	-8%	2%	.	.	.	.	3%	-0.5	41
Cn1cnnc1SCC(=O)Nc1ccc(Cl)c(S(=O)(=O)N2CCOCC2)c1	4.4%	0.0%	-5%	-4%	-3%	i	-6	-1	9	0%	0.5	34
O=C(/C=C/Nc1ccccc1)C(F)(F)F	1.9%	1.0%	-8%	7%	2%	i	4	-28	-6	1%	-0.6	62
Cc1ccc(C(=O)NC2CCN(CC(=O)Nc3ccccc3Cl)CC2)cc1	-0.5%	0.0%	7%	-9%	-3%	.	.	.	.	4%	0.8	50	NS5 inhibitors pilot replicate=-2.8
C=CCn1c(=O)c2ccccc2n2c(Sc3nnnn3-c3ccccc3)nnc12	0.9%	0.6%	15%	-5%	1%	i	1	-31	-15	0%	3.7	82
CC(C)CNC(=O)c1ccc(C2SCC(=O)N2Cc2ccccc2)cc1 (centres undefined)	-0.7%	-0.1%	18%	-3%	.	i	6	-5	-10	6%	2.0	41
C=CCNc1nc(-c2ccccc2)c(C(=O)OCC)cc1C#N	-0.3%	-0.5%	-4%	-4%	-7%	i	29	13	2	13%	-0.3	59
COc1ccc(C)cc1S(=O)(=O)NCC(c1ccco1)N1CCc2ccccc2C1 (centres undefined)	?	-0.3%[50 µM]	.	.	1%	.	.	.	.	.	2.9	71
COc1ccc(CCN(C)Cc2cccc3ccccc23)cc1OC	-0.2%	0.3%	8%	-6%	1%	.	.	.	.	10%	-1.9	61
Cc1ccc(C)c2nc3sc(C(=O)N4CCCc5ccccc54)c(N)c3cc12	-0.6%	9.9%	-5%	6%	9%	+	6.5*	46	28	32%	-1.2	53
COC(=O)C1=C(C)N(Cc2ccco2)C(=O)N[C@H]1c1ccc(Br)cc1	3.1µM*	.	-4%	-1%	.	i	-9	5	-10	7%	1.7	77
N#CCc1ccc(C(=O)c2ccccc2)s1	1.5%	0.4%[50 µM]	-6%	-6%	-1%	i	19	4	15	0%	-0.2	57
O=C(NCCc1ccccc1)C(=O)NCC1OCCN1S(=O)(=O)c1ccc2c(c1)OCCO2 (centres undefined)	2.5%	-1.0%[50 µM]	2%	-4%	-9%	.	.	.	.	10%	0.2	37
COc1cccc2[nH]c3c(N4CCN(Cc5ccc6c(c5)OCO6)CC4)ncnc3c12	?	.	7%	-6%	.	i	-4	1	1	20%	2.1	64
COc1cccc(CNS(=O)(=O)c2c(C)[nH]c(C)c2C(=O)N2CCCCC2)c1	1.2%	0.2%	4%	-12%	-7%	.	.	.	.	1%	-0.6	54
Cc1ccc(S(=O)(=O)N2CCN(C(=O)c3ccccc3-c3nc4ccccc4s3)CC2)c(C)c1	0.1%	2.3%[50 µM]	.	.	-7%	.	.	.	.	.	7.2	62
C1=C(N2CCOCC2)/C(=C/c2nc3ccccc3[nH]2)CC1	0.3%	3.8%	26%	9%	6%	.	.	0	-10	22%	3.5	48
CC12CCC(=O)N1C(C(=O)NCc1ccccc1F)CS2 (centres undefined)	1.4%	0.6%[50 µM]	.	.	-2%	.	.	.	.	.	-0.2	78
Cc1nc(C)c(C(=O)Nc2cccc(Cl)c2)o1	.	2.1%	14%	-2%	-6%	i	9	-16	-11	-3%	-1.0	70
Cn1ncc(C#N)c1NC(=O)C1CC(c2ccccc2Cl)=NO1 (centres undefined)	0.0%	.	-1%	-4%	.	.	.	.	.	9%	-1.4	53
COc1ccc(C)c2sc(NC(=O)C3=COCCO3)nc12	3.1%	-1.9%	5%	-3%	-10%	.	.	-18	2	9%	2.4	72
CC(Oc1ccc2c(-c3ccccc3)cc(=O)oc2c1)C(=O)O (centres undefined)	0.8%	0.0%	14%	-1%	1%	i	5	-19	-31	2%	2.3	35
O=c1cnc2cc([N+](=O)[O-])ccc2[nH]1	2.5%	-0.2%	22%	-5%	-5%	i	-4	-4	-19	9%	-1.8	89
CCc1ccc(NC(=O)c2cc(C)no2)cc1	2.7%	0.1%	-13%	1%	-3%	.	.	.	.	2%	-0.4	100
COC(=O)c1ccc(/C=C/c2c(-c3ccsc3)sc3ccccc23)cc1	-0.2%	-0.8%	-8%	-1%	-2%	.	.	.	.	8%	3.0	97
Cc1cccc(NC(=O)NNC(=O)c2cc3occc3[nH]2)c1C	-1.4%	0.2%	6%	-6%	-14%	.	.	.	.	-2%	-0.9	52
O=C(Cn1c(NCCO)nc2ccccc21)NCC(F)(F)F	-0.3%	0.0%[50 µM]	-8%	-6%	5%	.	.	.	.	-10%	0.2	58

Reprinted from the part before: three entries; new compounds follow.
SMILES	RSV antiviral HEp-2	UTI89 phage lysis	GPR35 antagonists	LYP phosphatase	NS5 inhibitors	Autophagy HCS	Autophagy HCS cell loss 18 h	WT yeast gro inh	WT yeast gro inh mutant strain	AID2073	NTR1 ag	NTR1 ag cell count 20 µM	others
COC(=O)c1ccc(/C=C/c2c(-c3ccsc3)sc3ccccc23)cc1	-0.2%	-0.8%	-8%	-1%	-2%	.	.	.	.	8%	3.0	97
Cc1cccc(NC(=O)NNC(=O)c2cc3occc3[nH]2)c1C	-1.4%	0.2%	6%	-6%	-14%	.	.	.	.	-2%	-0.9	52
O=C(Cn1c(NCCO)nc2ccccc21)NCC(F)(F)F	-0.3%	0.0%[50 µM]	-8%	-6%	5%	.	.	.	.	-10%	0.2	58
O=c1ccc(/C=C/c2ccccc2)nn1Cc1ccccc1Cl	?	0.4%	-17%	0%	-5%	i	2	42	45	2%	5.6	46
COc1ccccc1CNC(=O)C(NS(=O)(=O)c1cccc2nsnc12)C(C)C (centres undefined)	57%	-1.1%[50 µM]	-1%	-11%	-10%	.	.	.	.	1%	0.5	75
Cc1cccc(CN2CCN(CCCc3ccccc3)CC2)c1	-2.2%	.	14%	-4%	.	i	-7	35	26	-5%	-1.6	62
COc1ccccc1CCC(=O)OCC(=O)Nc1ccc(S(N)(=O)=O)cc1	2.1%	1.9%	1%	0%	0%	i	40	2	10	-6%	1.6	61
Cc1ccc(C(=O)N2CCN(c3cc4c(cc3[N+](=O)[O-])n(C)c(=O)n4C)CC2)cc1	0.9%	-0.7%	7%	-5%	-5%	i	12	-21	-19	-7%	-0.2	55
Cc1ccccc1NC(=O)NCCc1nc2ccccc2[nH]1	-0.3%	1.6%	-11%	-5%	-7%	i	4	-9	-9	-3%	-0.5	47
COc1ccc(NC(=O)c2cc(-c3ccccc3Cl)no2)cc1	2.2%	1.4%	7%	-6%	-2%	i	-10	85*	7.1*	3%	1.9	30
